HSF1 inhib – HSF1 inhibitors in luciferase reporter cells, primary screen, cell-based, NIH3T3, luminescence; AID 2098, 2009; 0.77% of 300,000 active; activity change, negative = inhibition, % at 7.5 µM (by protocol); NIH3T3-HGL HSE-luciferase, MG132-induced, luminescence 8 h; stronger effect = lower value;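 active = more than half of replicate wells show activity change below -50%, luminescence cut by over half; inconclusive = some wells, but at most half, below -50%; inactive = no replicate well below -50%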;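 also: luciferase reports HSF-1 transcriptional activity via heat shock element; 0% = median of DMSO wells and -100% = zero luminescence signal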
aSyn 5UTR inh – MLPCN primary screen, SNCA 5' untranslated region. alpha-synuclein 5'UTR reporter, inhibitor activity. inhibition, % (tested at 7.5 µM). 0.82% of 300,000 active. AID 1813, 2009; in the data active = inhibition above about 60%; inconclusive = no clear call, values can overlap the other calls;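 also: H4 neuroglioblastoma cells stably carrying SNCA 5'UTR luciferase fusion; 0% = DMSO wells and 100% = positive control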
IEC-6 cytotox – cytotoxicity in IEC-6 intestinal epithelial cells, primary screen, cytotoxicity control for KLF5 inhibitor project, cell-based, luminescence; IEC-6 cytotoxicity, luminescence viability; inhibition, % at 5 µM; 0.78% of 290,000 active; in the data active = inhibition above about 22%;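 also: 0% = plate median of test compound wells and 100% = cytotoxic reference compound wells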
AI-2 QS mod – Vibrio harveyi AI-2 quorum sensing modulators, primary screen, JMH597 strain, luminescence/OD600 ratio; Vibrio harveyi JMH597 AI-2 luminescence/OD600 ratio, 9 h; stronger effect = lower value; strain lacks LuxN and CqsS sensors; 0 = neutral-control median; 0.4% of 300,000 active; activity change, % at 7.5 µM; AID 2094, 2009; in the data active = activity change below about -75%, passing the limit was not always enough; inconclusive = no clear call, values can overlap the other calls;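 also: luminescence divided by OD600 gain over 9 h not by final OD600 alone; inactives centre near 13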
HIF activator – HIF pathway transcriptional activators, primary screen, cell-based, U2OS HRE-luciferase, luminescence | U2OS HRE-luciferase reporter; normalized: DMSO 0%, desferrioxamine 100% | activation, % at 7.5 µM (by protocol) | 0.32% of 300,000 active | AID 1910, 2009;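 active = mean activation of at least 10% of the iron chelator positive control signal, with at least half of replicates also reaching 10%; inconclusive = mean and replicate majority disagree about reaching 10%; inactive = mean and most replicates under 10%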
GSK3beta inhib – human GSK3beta kinase inhibitors, primary screen, biochemical, cell-free homogeneous, HTS | 0.038% of 300,000 active | AID 2097, 2009 | GST-GSK3beta kinase, ADP-Glo luminescence, 60 min; stronger effect = lower value | activity score (negative = inhibition), % at 10 µM | Glycogen synthase kinase-3 beta (Homo sapiens), P49841;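 active = more than half of replicate wells score below -50%, meaning over 50% inhibition versus plate controls; inconclusive = some replicates but at most half score below -50%; inactive = no replicate scores below -50%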;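 also: 0% = median DMSO wells and -100% = median GW8510 positive control wells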
Target sequence (P49841 whole entry, looked up): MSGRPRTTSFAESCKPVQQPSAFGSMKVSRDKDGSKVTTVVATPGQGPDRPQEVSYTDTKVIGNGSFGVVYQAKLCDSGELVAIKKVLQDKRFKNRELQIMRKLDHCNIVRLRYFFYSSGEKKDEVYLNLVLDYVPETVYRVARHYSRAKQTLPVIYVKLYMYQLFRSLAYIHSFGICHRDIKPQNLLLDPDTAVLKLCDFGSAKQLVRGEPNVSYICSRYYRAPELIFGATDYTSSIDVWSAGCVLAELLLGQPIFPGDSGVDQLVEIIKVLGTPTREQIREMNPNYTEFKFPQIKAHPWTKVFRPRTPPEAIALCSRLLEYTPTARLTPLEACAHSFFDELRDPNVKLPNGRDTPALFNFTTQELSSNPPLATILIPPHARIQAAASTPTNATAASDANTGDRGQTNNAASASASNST
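Test system – GST-tagged human GSK3beta kinase, cell-free · Incubation – 60 min enzyme reaction, room temperature · Signal – ADP-Glo luminescence · Also added – peptide substrate and ATP at 25 µM · Controls – DMSO neutral wells and GW8510 at 20 µM as positive · Buffer or medium – Tris/MgCl2 kinase buffer · Measure – Luminescence-derived activity versus plate DMSO and GW8510 wells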
KLF5 inhibitor – KLF5 expression inhibitors, primary screen, DLD-1 cells, luminescence. DLD-1 KLF5 promoter-luciferase reporter. inhibition, % at 5 µM. 0.23% of 290,000 active. AID 1700, 2009;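 active = inhibition above a per-plate limit of that plate's mean compound inhibition plus 3 SD, cut at about 60% in these data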;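 also: 0% = DMSO wells and 100% = LY294002 at 200 µM; higher means less KLF5 promoter-driven luciferase light; inactives centre near -14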
HSF-1 act – HSF-1 activators, primary screen, NIH3T3-HGL cells, MG132 stress, luminescence, single point. AID 504408, 2011. 1.7% of 300,000 active. NIH3T3-HGL HSF-1 luciferase reporter, 8 h; 100% = twice DMSO control signal. activation, % at 9 µM;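 active = mean replicate activation of at least 50% with a set share of replicates each reaching 50%; inconclusive = only one of those two conditions met; inactive = mean below 50% and too few replicates reaching it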;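 also: 0% = median of the neutral control wells and 100% = twice that signal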
GSK3A inh – blockers of GSK3A enzyme activity – biochemical, luminescence, cell-free homogeneous, HTS, primary screen | inhibition, % at 10 µM | GSK-3 alpha kinase, ADP-Glo luminescence, 60 min | Glycogen synthase kinase-3 alpha (Homo sapiens), P49840 | AID 2650, 2010 | 0.1% of 320,000 active;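 in the data active = inhibition above about 50%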;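 also: GST-tagged GSK-3 alpha with peptide substrate and 25 µM ATP; 0% = DMSO neutral wells and 100% = GW8510 positive control wells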
Target sequence (P49840 whole entry, looked up): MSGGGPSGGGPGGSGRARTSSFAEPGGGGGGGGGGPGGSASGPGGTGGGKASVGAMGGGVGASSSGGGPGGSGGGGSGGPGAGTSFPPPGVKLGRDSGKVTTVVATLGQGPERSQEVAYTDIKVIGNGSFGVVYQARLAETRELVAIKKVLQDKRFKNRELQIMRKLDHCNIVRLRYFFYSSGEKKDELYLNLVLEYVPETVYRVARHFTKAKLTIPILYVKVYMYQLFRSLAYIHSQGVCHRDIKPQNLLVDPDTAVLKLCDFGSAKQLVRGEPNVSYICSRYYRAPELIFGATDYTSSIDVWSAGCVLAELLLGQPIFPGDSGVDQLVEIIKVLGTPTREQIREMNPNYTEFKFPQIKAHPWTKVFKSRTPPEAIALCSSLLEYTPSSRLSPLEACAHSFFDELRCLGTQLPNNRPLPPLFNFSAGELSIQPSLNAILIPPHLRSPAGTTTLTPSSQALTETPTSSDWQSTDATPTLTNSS
HSP90 refold inh – HSP90 inhibitors, primary screen, cell lysate, luminescence; Heat shock protein HSP 90 (rabbit reticulocyte lysate; luciferase refolding); Rabbit reticulocyte lysate, luciferase refolding luminescence, 3 h; inhibition, % at 5.6 µM; 0.91% of 290,000 active;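 active = inhibition above the screen-wide mean plus 3 SD, computed separately per campaign, cut at about 16% in these data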;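 also: 0% = DMSO wells and 100% = 60 µM geldanamycin wells; inhibitors lower the luminescence because luciferase stays unfolded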
* marks the source's active call; other numbers are inactive results; u = inconclusive; x = no result given.

SMILES	HSF1 inhib	aSyn 5UTR inh	IEC-6 cytotox	AI-2 QS mod	HIF activator	GSK3beta inhib	KLF5 inhibitor	HSF-1 act	GSK3A inh	HSP90 refold inh
Cc1ccccc1C(=O)Nc1c(C)[nH]c(=O)[nH]c1=O	10	0	-5	23	0.1	2	-42	9	2	1
CN(c1ncc(C(F)(F)F)cc1Cl)N1C(=O)C2ONC3(C(=O)CC(C)(C)CC3=O)C2C1=O (stereo unspecified)	7	15	-7	2	0.2	-1	-14	5	-2	-3
CC(O)c1nc2ccccc2n1CCOc1ccccc1 (stereo unspecified)	-2	-25	0	-4	-0.3	1	15	6	-2	1
CCOC(=O)CNC(=O)c1sc2nc(C)cc(C)c2c1N	26	-22	0	17	1.5	-1	-13	u	2	3
Cc1cccc(N2CC(C(=O)Nc3ccc(S(=O)(=O)N4CCOCC4)cc3)CC2=O)c1C (stereo unspecified)	-6	15	1	25	0.2	1	-4	-20	5	4
Cc1ccc(OCC(=O)N/N=C/c2cn(Cc3ccccc3)c3ccccc23)cc1	5	u	6	20	-0.4	2	-34	16	-2	5
CC(=O)NCCn1c(SCc2cc(=O)n3cc(Cl)ccc3n2)nc2ccccc2c1=O	-9	17	-4	29	-0.2	-1	3	-7	0	-3
CCN(CC)S(=O)(=O)c1cccc(C(=O)NNC(=O)c2ccc3[nH]c(=O)c(=O)[nH]c3c2)c1	-4	-23	-1	1	0.0	-6	-9	12	8	4
C=CCOc1cccc(/C=N/NC(=O)C(OC)c2ccccc2)c1 (stereo unspecified)	1	13	4	5	0.0	1	-17	0	-1	2
O=C(Nc1cccc(F)c1)Nc1ccnn1C1CCN(C(=O)CCN2CCCO2)CC1	-7	9	3	3	-0.6	1	-18	-8	1	1
CN1CCN(C(=O)c2ccc(-n3cccc3)cc2)CC1	0	-1	-5	16	-0.2	1	-15	-4	8	2
CC1(c2cccc(Br)c2)NC(=O)NC1=O (stereo unspecified)	-3	12	-2	45	-0.1	2	-1	-5	1	-1
CCCc1c(C)c2cccc(C)c2[nH]c1=O	-4	-6	5	16	-0.6	2	-25	-2	0	0
COc1ccc(N(Cc2cc3cc(OC)ccc3[nH]c2=O)S(C)(=O)=O)cc1	-7	-15	-2	13	-0.5	-3	-16	8	9	5
Cc1oc2ccc(OCc3ccccc3Cl)cc2c1C(=O)O	1	7	2	1	-0.3	3	-2	-11	-3	-4
CCCSc1nc2c(cnn2-c2ccc(C)c(C)c2)c(=O)[nH]1	-6	21	-8	1	-0.5	2	-30	-4	-1	-5
CN(Cc1cccnc1)C(=O)Cc1ccc(NS(=O)(=O)c2cccc(C(F)(F)F)c2)cc1	-1	14	-1	22	-0.6	-1	-3	38	-5	-5
CCN(Cc1ccccc1)C(=O)Cn1c(=O)oc2ccccc21	19	-1	-9	35	0.0	-3	-31	46	0	-5
CS(=O)(=O)Nc1nnc(SCC(=O)N(c2ccccc2)c2ccccc2)s1	-1	22	11	17	-0.5	0	-14	-8	-6	-4
CCCCCCc1nc2c(=O)[nH]c3ccccc3c2o1	-28	-1	-4	15	0.0	-3	-18	-43	-9	3
CCN(CC)c1nc(-c2ccccc2)nc2ccccc12	6	8	-5	8	-2.3	4	-23	29	-1	1
CC1(C)C2CCC1(C)C(OCCNCCOC(=O)Nc1ccccc1)C2 (stereo unspecified)	3	8	2	30	-0.4	-2	-11	-8	0	-1
COc1ccccc1CNC(=O)C1CCCN(S(C)(=O)=O)C1 (stereo unspecified)	-8	15	0	11	0.1	1	2	-4	-3	7
c1ccc(CSc2ccc(-c3ccco3)nn2)cc1	11	-59	-3	-77*	1.6	1	-94	9	x	-1
CN(C)C(=S)Nc1ccc2c(c1)OCO2	-1	0	5	17	1.1	-2	-38	-9	-1	3
CCOc1ccc(S(=O)(=O)NC2CCCCC2C)cc1 (stereo unspecified)	-5	9	3	3	-1.0	0	-10	-10	-2	1
CCOc1ccc(N(CC(=O)N2CCC(Cc3ccccc3)CC2)S(C)(=O)=O)cc1	0	9	1	22	-0.1	5	3	6	-1	4
O=C(Cn1nnc(-c2ccccc2)n1)N1CCN(S(=O)(=O)c2ccc(Cl)cc2)CC1	0	-5	0	17	-0.2	0	-10	13	-2	0
CN1C(=O)/C(=C2\SC(=S)N(NC(=O)c3cccnc3)C2=O)c2ccccc21	17	-23	2	8	-4.4	0	-29	26	-5	0
CCOC(=O)C1CCCN(C(=O)Cn2ncc3c([nH]c4ccccc43)c2=O)C1 (stereo unspecified)	-1	15	-2	26	-0.6	1	-9	-28	-2	6
COC(=O)c1cc(C(=O)OC)cc(N2C(=O)CC(NNC(=O)c3ccccc3Cl)C2=O)c1 (stereo unspecified)	-10	13	-5	-5	-0.7	-4	-17	-8	-2	4
Nc1ccc(C(=O)OCc2nc3ccccc3[nH]2)cc1	7	-16	-4	2	0.2	4	-6	10	1	0
COc1ccccc1N1CCN(Cc2cccs2)CC1	14	6	-1	-3	-0.3	1	7	u	0	2
CN1CCN(C(=O)c2cc(COc3ccc(F)cc3Cl)on2)CC1c1ccccc1 (stereo unspecified)	5	14	-5	18	-0.3	-1	-27	19	-7	0
Cc1cc(/C=c2\sc3nc4ccccc4n3c2=O)c(C)n1-c1ccc(C(=O)O)cc1	-13	-62	-8	-9	-0.3	3	-10	9	x	-1
CCOc1ccc(NC(=O)c2nn(C)c(C(=O)Nc3ccc(OCC)cc3)c2[N+](=O)[O-])cc1	4	5	3	0	-0.4	-3	-10	7	-2	-3
C=CCN1C(=O)[C@@H]2Cc3c([nH]c4ccccc34)C(c3ccc(O)cc3)N2C1=S (stereo partly specified)	11	30	0	4	2.7	-1	-28	17	-3	-2
O=C(NCc1ccccc1)c1c[nH]c2cc3c(cc2c1=O)OCCO3	-5	-183	3	10	1.1	-1	-127	12	1	1
COC(=O)COC(=O)c1ccc(-n2nnnc2SC)cc1	1	-6	0	15	-0.4	0	-19	-6	5	1
CCCCCCCn1c2c(c(=N)c3ccccc31)CCC2	-11	79*	34*	44	0.4	-3	-12	6	6	-1
CCCCCNC(=O)C(C#N)c1nc2ccccc2nc1N1CCCC1 (stereo unspecified)	-6	8	1	36	-0.1	2	-36	-3	x	2
CC1CCCCC1NC(=O)C1CC=CCC1C(=O)O (stereo unspecified)	-8	15	8	26	0.0	21	1	21	2	-3
CC(=O)Nc1nc(-c2ccc(Br)s2)cs1	4	-54	9	19	1.5	2	-70	20	0	3
COc1ccc(S(=O)(=O)N2CCC(C(=O)NCC3CCCO3)CC2)cc1C (stereo unspecified)	2	7	-12	13	-0.1	1	-4	5	-2	-4
C/C(=N\NC(=O)CNC(=O)c1ccc(F)cc1)c1ccco1	12	0	-1	13	0.1	0	-6	29	-2	-3
CCNCCC(=O)N1c2ccccc2Sc2ccc(C(F)(F)F)cc21	0	-7	-7	25	-1.6	-1	-68	29	1	1
CC(CCc1ccccc1)NC(=O)c1ccc(F)cc1 (stereo unspecified)	2	3	-6	3	1.0	2	-41	0	x	-2
CCCn1nnc(NC(=O)c2ccc(-c3cc(Cl)ccc3Cl)o2)n1	x	-23	-6	3	0.1	-2	-28	x	x	1
COc1ccc([C@@H]2COc3c(ccc4c3C=CC(C)(C)O4)C2)c(OC)c1	1	2	x	-2	0.7	1	x	25	-1	x
COc1ccc(/C=C/C(=O)Oc2ccc(/C=N/NC(=O)c3ccccc3)cc2)cc1OC	11	-39	-2	20	4.6	1	-31	14	-3	3
(next part)
SMILES	HSF1 inhib	aSyn 5UTR inh	IEC-6 cytotox	AI-2 QS mod	HIF activator	GSK3beta inhib	KLF5 inhibitor	HSF-1 act	GSK3A inh	HSP90 refold inh
O=C(NC(=S)Nc1ccc(S(=O)(=O)N2CCCCC2)cc1)c1ccc(Cl)cc1	x	x	-2	12	x	-5	-11	x	-2	0
Cc1nc(C(=O)N/N=C/c2[nH]ncc2Br)cs1	2	-29	-4	17	0.4	0	-22	1	2	0
COC(=O)c1cc2c(cc1Cl)N1CCCCCC1=NS2(=O)=O	x	-2	-3	12	x	1	-22	x	-4	1
Cc1cc(C)c(S(=O)(=O)NCCCN2CCOCC2)cc1Br	4	-28	5	14	-0.2	0	0	14	-5	-1
Cc1ccc(CN2CC(C(=O)N3CCN(c4ccccc4O)CC3)CC2=O)cc1 (stereo unspecified)	-2	7	x	-1	-0.7	0	x	10	3	x
COc1cc(NC(=O)CSc2nc3c(C)ccc(C)c3cc2C)c(C(=O)O)cc1OC	7	1	5	10	-0.1	1	11	4	0	1
N#Cc1cccc(NC(=O)NCCc2c[nH]c3ccccc23)c1	-39	13	3	18	-0.2	5	-6	-52	0	5
COc1ccc(OC)c(NC(=O)COC(=O)CSc2ccc(Cl)cc2)c1	-1	7	0	18	-4.0	-1	-20	-9	1	1
c1ccc(OCCOCCN2CCN(C(c3ccccc3)c3ccccc3)CC2)cc1	-4	0	2	11	-0.6	2	-5	16	x	5
COC(=O)C1C(=O)C2=C(CC1C)Nc1ccccc1NC2c1ccc(C)s1 (stereo unspecified)	-3	-21	-1	45	-0.2	0	21	-7	x	2
CC1CCN(CC(O)COC2CC(C)CCC2C(C)C)CC1 (stereo unspecified)	-5	-23	-4	9	0.0	0	20	16	-2	4
CCN(CC)S(=O)(=O)c1ccc2oc(C(=O)NC(C)C)c(C)c2c1	-6	20	3	15	-0.8	5	3	-6	-1	-2
COC(=O)C1=C(CS(=O)(=O)c2ccc(Cl)cc2)NC(=O)NC1c1ccc(O)c(OC)c1 (stereo unspecified)	2	-7	-3	11	-0.2	-2	-3	-18	-1	-2
COc1ccccc1CNC(=O)c1cc(C)nc2ccccc12	2	14	-2	10	-0.5	1	-5	5	-2	2
CCOc1ccc(N(CC(=O)NN=C2CCN(C)CC2)S(=O)(=O)c2ccc(Br)cc2)cc1	10	0	2	37	0.0	1	-13	16	3	2
O=C(C1CCCN(Cc2ccccc2[N+](=O)[O-])C1)N1CCCCC1 (stereo unspecified)	-2	14	-2	14	1.9	1	-3	10	-2	4
